# Source: PubChem BioAssay
# BRCA1 expr act = BRCA1 expression activation; MCF7-BRCA1-FFLuc reporter, luminescence, 48 h; response scale: scaled: vehicle 0%, 10 µM genistein 100%; Potency, µM (doses to about 46.1 µM), inactives show at the top dose activation, hits mostly activators; 1.1% of 380,000 active; note: potency is the fitted concentration of half-maximal effect; nearly all actives have a fitted effect of over 80% in size; some results filed as inactive show a strong effect at the top dose
#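 Using MCF7 cells harboring a BRCA1 firefly luciferase reporter, plated 2 h before compound pinning, the screen measured luminescence after 48 h incubation. Responses were normalized to DMSO and 10 microM genistein, then fitted for concentration-effect.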
# TSG101-PTAP inh = blocks PTAP/TSG101 interaction to inhibit HIV-1 budding; Q99816; Fluorescence polarization, FITC-PTAP peptide / Tsg101 binding; Potency, µM (titrated, usually from 115 µM), for the others: at the highest dose activity change, negative = inhibition, actives largely listed as inhibitors; 340,000 tested, under 10 active; AID 493005; active = well fitted inhibition curve with a large enough effect in the main read-out, with a control signal flat, not every such curve was filed as active; inconclusive = small, poorly fitted or top-dose-only effect, or effect the other way, or a change in a side signal; inactive = no such curve, though single readings can be large or run the other way; note: potency is the fitted concentration of half-maximal effect; % of control where 0% means no effect
# Target sequence (Q99816 whole entry, looked up): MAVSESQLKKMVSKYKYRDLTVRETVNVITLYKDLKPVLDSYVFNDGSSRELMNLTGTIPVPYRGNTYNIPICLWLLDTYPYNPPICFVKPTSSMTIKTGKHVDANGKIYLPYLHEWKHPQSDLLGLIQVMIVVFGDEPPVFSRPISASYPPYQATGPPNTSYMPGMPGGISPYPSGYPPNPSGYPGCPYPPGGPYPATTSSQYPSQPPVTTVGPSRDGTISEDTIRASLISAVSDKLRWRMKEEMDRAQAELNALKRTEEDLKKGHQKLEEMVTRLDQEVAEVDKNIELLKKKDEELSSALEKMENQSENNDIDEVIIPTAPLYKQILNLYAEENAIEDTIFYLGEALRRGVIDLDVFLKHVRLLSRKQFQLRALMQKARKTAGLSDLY
#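 FP read-out: FITC-PTAP peptide, 50 nM final, binding Tsg101 binding domain, 10 uM final; 20 min, r.t.; 10 mM HEPES pH 7.5, 0.15 M NaCl, 0.01% Tween 20, 3 mM EDTA, 0.1 mM TCEP.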
# B2AR arrestin = recruits beta-arrestin to the human beta2-adrenergic receptor. beta-arrestin recruitment to beta2AR, cell-based reporter. Potency, µM (series often up to 46.1 µM), without a hit: at the top dose activation, hits mostly activators. 0.02% of 330,000 active. AID 492947;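 note: potency is the fitted concentration of half-maximal effect; 0% = DMSO controls and full agonism = EC100 isoproterenol or metaproterenol; nearly all actives have a fitted effect of over 65% in size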
# Target sequence (P07550 whole entry, looked up): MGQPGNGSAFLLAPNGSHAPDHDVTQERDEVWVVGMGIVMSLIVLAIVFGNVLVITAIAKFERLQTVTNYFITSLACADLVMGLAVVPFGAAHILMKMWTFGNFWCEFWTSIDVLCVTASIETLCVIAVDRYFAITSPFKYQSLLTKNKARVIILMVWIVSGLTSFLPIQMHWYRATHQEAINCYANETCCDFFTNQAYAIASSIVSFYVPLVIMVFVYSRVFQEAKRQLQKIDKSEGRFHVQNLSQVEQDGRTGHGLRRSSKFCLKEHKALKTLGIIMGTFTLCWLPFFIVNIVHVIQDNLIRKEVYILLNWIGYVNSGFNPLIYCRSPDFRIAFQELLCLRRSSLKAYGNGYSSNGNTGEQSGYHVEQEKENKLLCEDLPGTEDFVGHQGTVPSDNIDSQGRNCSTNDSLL
# a7 integrin act = activates integrin-mediated alleviation for muscular dystrophy; alpha7betagal myoblasts, beta-gal FDG fluorescence, 48 h; AID 624291; 0.064% of 350,000 active; Potency, µM (series often up to 38.3 µM), for inactives: at the top dose activation, usual class: activators;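 note: potency is the fitted concentration of half-maximal effect; 100% = response of the positive control SU9516; nearly all actives have a fitted effect of over 60% in size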
#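 alpha7betagal+/- myoblasts (passage 13, 250/well) treated 48 h at 37C with compounds at 1:260 dilution of DMSO stock. Lysed, then beta-galactosidase activity read as FDG fluorescence (ex 480/em 540) after 30 min, with pre-read for autofluorescence.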
# TRPV1 ag = human TRPV1 agonism | 0.19% of 320,000 active | activation, % at 8.33 µM | TRPV1-expressing cells, Fluo-8 calcium influx, agonist mode | Q8NER1; in the data active = activation above about 80%; inconclusive = between about 30% and that limit; note: 0% is about no effect
#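 Cells expressing TRPV1 were dye-loaded with Fluo-8 and read kinetically: 10 s baseline, 3 min after compound (agonist portion), then 2 min after EC20 capsaicin (allosteric enhancer portion). Calcium-bound dye fluorescence at 480/520 nm.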
# CXXC DNA block = MLL CXXC-DNA interaction inhibition; AID 2662; MLL-CXXC / FITC-HOXA9 DNA fluorescence polarization; Potency, µM (titrated, usually from 115 µM), inactives show at the top dose activity change, negative = inhibition, usual class: inhibitors; Q03164; 0.037% of 290,000 active; active = well fitted inhibition curve with a large enough effect in the polarisation, with a control signal flat, not every such curve was filed as active; inconclusive = small, poorly fitted or top-dose-only effect, or effect the other way, or a change in a side signal; inactive = no such curve, though single readings can be large or run the other way; the % refers to the polarisation; note: potency is the fitted concentration of half-maximal effect
#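 Fluorescence polarization: 7 uM MLL-CXXC (stock) preincubated 5 min with compounds, then 50 nM fluorescein-HOX-A9 DNA (stock) added; 30 min ambient. Buffer 50 mM Tris-HCl pH 7.5, 50 mM NaCl, 1 mM DTT, 0.05% BSA.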
# p53 reactivation = restores transcriptional activity of mutant p53; H1299 p53-A138V BP100-luciferase reporter, luminescence, 24 h; Potency, µM (top dose mostly 92.2 µM), for inactives: top-dose activity change, positive = activation, actives largely listed as activators; 0.063% of 320,000 active; AID 504706; note: potency is the fitted concentration of half-maximal effect; % of control where 0% means no effect; nearly all actives have a fitted effect of over 45% in size
#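 p53-null H1299 cells stably carrying temperature-sensitive p53-A138V and a BP100-luciferase reporter were pinned with compounds (4-point, 1:5 series) and held 24 hrs at 37 deg C. Luminescence was read 10 min after detection reagent.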
# AT treatment = candidate therapy for ataxia-telangiectasia; […] A-T fibroblasts, KAP-1 phosphorylation AlphaLISA; neocarzinostatin DNA damage 30 min before lysis; Potency, µM (highest dose often 57.5 µM), inactives show at the highest dose activation, hits mostly activators; 0.19% of 320,000 active; AID 485349; note: potency is the fitted concentration of half-maximal effect; % of control where 0% means no effect; nearly all actives have a fitted effect of over 45% in size
#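 hTERT-immortalized A-T patient fibroblasts ([…]), 500 cells/well in OPTI-MEM, 1% FBS, got compounds for 60 min, then NCS for 30 min at 37C. Lysates were then assayed for phospho-KAP-1 by AlphaLISA (anti-pKAP1 donor, anti-KAP1 acceptor beads), 6 hr at 25C.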
# ELG1 repair inh = ELG1-dependent DNA repair inhibition; HEK293T ELG1-luciferase reporter, luminescence, 16 h; DNA damage induced by 5-fluorouridine; Potency, µM (titrated, usually from 46.1 µM), inactives show at the top dose activity change, negative = inhibition, most hits filed as inhibitors; 2.3% of 330,000 active; AID 504467; note: potency is the fitted concentration of half-maximal effect; % is set by controls: 0 for no effect and ±100 for the full control effect; nearly all actives have a fitted effect of over 55% in size
#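 Quantitative HTS, concentration-response format. 2,000 cells/well co-treated with 5-fluorouridine and compound, 16 hr in 5% CO2 at 37 °C; ONE-Glo luminescence read after 30 min.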
# TCR activator = T cell receptor activation | Potency, µM (top dose mostly 9.22 µM), for inactives: top-dose activation of IL-2 secretion, most hits filed as activators | primary human leukocytes, anti-CD3, IL-2 HTRF, 48 h | 330,000 tested, under 10 active; note: % of control where 0% means no effect
#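 Primary human leukocytes receive a-CD3 beads and test compound and are incubated 48 hr. Secreted IL-2 is then assayed by HTRF, measuring 665nm acceptor emission after 320nm excitation of the europium donor.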
# * hit, by the source's call; ? = inconclusive; . = no result given; [ ] = another dose, or the depositor's remark. Unless noted, calls come from the whole dose curve; as a rule, active = well fitted curve in the direction sought with a large enough effect; inconclusive = small, poorly fitted or top-dose-only effect, or another doubt; inactive = no such curve, though single readings can be large; an effect the other way counts as inactive or inconclusive.
Molecule | BRCA1 expr act | TSG101-PTAP inh | B2AR arrestin | a7 integrin act | TRPV1 ag | CXXC DNA block | p53 reactivation | AT treatment | ELG1 repair inh | TCR activator
CC(C)C(=O)Nc1c(-c2ccccc2Cl)c(=O)c2ccccc2n1C | 3% | -4% | -0.3% | ? | -3 | 0% | -2% | 4% | 1% | 2%
COc1cc(C(=O)O)cc(NC(=O)c2cccs2)c1OC | -14% | -4% | -4.3% | 3% | 2 | -2% | -31%[inhibitor] | 8% | ? | -5%[46.1 µM]
CC1(C)C2CCC1(C)C(SC(=N)N)C2 (configuration not stated) | -50% | -1% | . | -48%[inhibitor] | . | . | . | . | . | 1%
CCOC(=O)C(Oc1ccc(=O)n(-c2ccccc2)n1)C(C)=O (configuration not stated) | 1% | -2% | -0.7% | -20% | 6 | -1% | 2% | -2% | 6% | -26%
COc1ccc(N2CCN(Cc3nc4ccsc4c(=O)[nH]3)CC2)cc1 | 0% | -7% | -1.0% | -20% | -2 | 13% | -7% | 1% | 3% | -4%
COc1ccc(CN(C)C(=O)c2cccc(NS(=O)(=O)c3ccccc3)c2)cc1F | -16% | -3% | -0.4% | 20% | 10 | 9% | -3% | 6% | 0% | -2%
CCN1CCN(c2c(/C=C3\SC(=S)N(Cc4ccco4)C3=O)c(C)c(C#N)c(=O)n2C)CC1 | -30% | ? | -0.5% | -37% | -4 | ? | -3% | 0% | 9% | 2%
O=C(Nc1ccccc1)c1ccco1 | 54% | -4% | -0.8% | -14% | 2 | -5% | 12% | -11% | ? | 0%
CCCCc1noc(-c2c(-c3ccccc3Cl)noc2C)n1 | 14% | 0% | -0.1% | ? | 22 | -5% | -2% | 13% | 5% | -9%
OCC(CO)(CO)NCC(O)CN1c2ccccc2Sc2ccccc21 (configuration not stated) | -23% | -1% | -0.4% | -7% | 0 | 6% | -5% | -8% | 15% | -5%
CC1Cc2ccccc2N1S(=O)(=O)c1cccc(C(=O)OCC(=O)NC2CCS(=O)(=O)C2)c1 (configuration not stated) | -2% | -2% | -0.9% | 3% | 5 | -5% | -2% | . | -11% | 2%
Clc1ccc(OCCSCc2nc3ccccc3[nH]2)cc1 | -25% | 2% | 0.0% | -29% | -4 | 6% | -5% | . | ? | 2%
Cc1ncsc1C(=O)N1N=C2/C(=C/c3ccccc3)CCCC2C1c1ccccc1 (configuration not stated) | -91% | -2% | 0.2% | -11% | 6 | 17% | 2% | 4% | ? | -8%
COc1ccc(C(C(=O)NC(C)(C)C)N(C(=O)CCC(=O)Nc2cc(C)on2)c2cc(C)cc(C)c2)cc1 (configuration not stated) | -28% | -4% | -1.1% | 24% | -4 | 1% | 4% | 2% | 4% | 0%
O=c1c2c(nc3n1CCCCC3)-c1ccccc1CC21CCCCC1 | -2% | 0% | -0.6% | 4% | 10 | 0% | -2% | 5% | -1% | -4%[46.1 µM]
CCCCn1c(N)c(N(CC)C(=O)CSCc2c(C)noc2C)c(=O)[nH]c1=O | -12% | 0% | -0.1% | -19% | -3 | 0% | 15% | -2% | 2% | -3%
CCc1ccccc1NCC(=O)Nc1ccccc1C(=O)OC | 1% | -2% | -0.1% | 4% | 14 | 0% | 2% | 9% | -4% | -9%[46.1 µM]
CCC(C)c1ccccc1N1CC(C(=O)NCCc2ccc(OC)c(OC)c2)CC1=O (configuration not stated) | 2% | 0% | 0.3% | 17% | -2 | . | 1% | -3% | 10% | 5%
C=CCOC(=O)Nc1c(C(=O)OC)[nH]c2ccc(Cl)cc12 | 2% | -5% | 0.0% | -7% | 3 | 1% | 0% | ? | 0% | 22%
O=C(Nc1ccc(Br)cc1)c1ccc2c(c1)OCO2 | ? | -9% | 0.9% | 0% | ? | 5% | ? | 3% | ? | 10%
COc1ccc(-c2[nH]c(-c3ccc4c(c3)OCO4)nc2-c2ccccc2)cc1 | -86% | 1% | 0.0% | -66%[inhibitor] | 10 | 3% | 1% | -1% | ? | -6%
CCN(CC)CCN(C(=O)Cn1nnc(-c2ccc(OC)c(OC)c2)n1)C(C(=O)NC1CCCC1)c1ccc(F)cc1 (configuration not stated) | 0% | 0% | -0.1% | ? | 0 | 19% | -7% | 0% | ? | .
COc1cccc(/C=C/C(=O)OCC(=O)c2cc(C)n(CC3CCCO3)c2C)c1OC (configuration not stated) | 30% | -9% | -1.8% | -4% | -2 | 1% | -2% | -4% | ? | 4%[46.1 µM]
O=C(O)c1cc(S(=O)(=O)Nc2ccccc2C(=O)O)ccc1O | -6% | -10% | -0.2% | 4% | 0 | -28% | 2% | 3% | 9% | 1%
CCC(C)C(NC(=O)c1ccccc1NC(=O)c1ccco1)C(=O)NNC(=O)c1ccc(OC)cc1 (configuration not stated) | 5% | 2% | 0.4% | ? | -3 | -1% | -9% | 8% | -30% | 0%[46.1 µM]
CCSc1nnc(N2C(=O)c3ccc(C(=O)c4ccc(C(=O)O)cc4)cc3C2=O)s1 | 2% | -9% | -0.8% | 8% | 3 | ? | . | 1% | 5% | 1%
CCCC(=O)Nc1ccccc1NC(=O)C1CCCCC1 | 1% | -2% | -0.3% | -1% | 8 | 11% | -6% | 0% | 2% | -2%
Cc1nc2ccc([N+](=O)[O-])cc2nc1C | -4% | 3% | -0.1% | ? | 0 | 14% | 24% | 0% | 15% | 11%
O=C(c1ccc(Cl)c([N+](=O)[O-])c1)N(c1ccccn1)c1ccccn1 | -37% | -4% | -0.3% | -26% | -2 | -2% | -2% | -3% | 8% | -8%[46.1 µM]
Cn1c(=O)c2ccccc2n(Cc2ccccc2Cl)c1=O | -30% | -6% | -1.1% | 15% | 1 | 0% | 1% | 1% | 9% | -1%
COc1ccc(S(=O)(=O)N2CCCC2C(=O)Nc2nnc(-c3cccnc3)s2)cc1 (configuration not stated) | -6% | -10% | 0.1% | -14% | 4 | 37%[activator] | -1% | 1% | ? | 11%
C/C(=N\Nc1cccc(C(F)(F)F)c1)c1ccc(O)cc1 | -41% | -1% | 0.0% | 6% | 1 | 23% | 9% | -3% | -7% | 3%
O=[N+]([O-])c1ccccc1Nc1cccc(F)c1 | 1% | -3% | . | 14% | . | . | . | . | . | -7%
CC(=O)c1cccc(N(C(=O)CNC(=O)c2ccco2)C(C(=O)NC2CCCC2)c2ccncc2)c1 (configuration not stated) | 1% | 1% | -0.3% | 0% | -1 | ? | -2% | 0% | 10% | -13%
COc1ccc(S(=O)(=O)N2CCC(C(=O)c3ccc4c(c3)OCCO4)CC2)cc1 | -17% | -4% | -0.7% | -9% | -2 | 7% | -2% | -5% | -23% | -1%[46.1 µM]
O=S(=O)(c1ccc(OCc2ccc(Br)cc2)cc1)N1CCOCC1 | 4% | -6% | -0.1% | -5% | 0 | . | -3% | -5% | 17% | -6%
CCCC(=O)Nc1c(-c2ccccc2OC)c(=O)c2ccccc2n1C | -8% | 2% | 0.2% | 29% | -1 | 6% | -1% | -8% | 7% | 10%
CCC1NC(=S)NC(C)=C1C(=O)c1ccccc1 (configuration not stated) | 0% | -8% | -0.8% | 10% | -3 | -1% | 1% | -6% | 9% | -2%
N/C(Cc1ccc([N+](=O)[O-])cc1)=N\OC(=O)c1cccc(Br)c1 | 5% | 0% | 0.5% | ? | 6 | -14% | -2% | 14% | 14% | -6%
COc1cccc(-c2nn(-c3ccccc3)cc2C(=O)O)c1 | -1% | -7% | -0.3% | 15% | -2 | 4% | 7% | 1% | -9% | -1%
CC(NC(=O)c1cc(Br)cs1)C1CCCO1 (configuration not stated) | 9% | 2% | 0.3% | -1% | 0 | 1% | . | 9% | 8% | .
O=C(c1cc2cc(Br)cc(Br)c2oc1=O)N1CCCc2ccccc21 | . | . | 0.0% | . | 0 | 1% | -2% | 11% | 1% | .
COCCNC(=O)C(c1ccc(Cl)cc1)N(CCOC)C(=O)CCC(=O)Nc1nccs1 (configuration not stated) | -6% | 0% | -0.6% | ? | -1 | -7% | 0% | -3% | 3% | -2%
CCc1c(C(=O)NC2CCCc3ccccc32)[nH]c(C)c1C(C)=O (configuration not stated) | -64% | 1% | -0.8% | -10% | 11 | 3% | -1% | -5% | ? | 6%
COc1ccc(S(=O)(=O)NC(C)C(=O)Nc2ccccc2C(F)(F)F)cc1 (configuration not stated) | 0% | -6% | -0.4% | 4%[7.66 µM] | 2 | 11% | -4% | 2% | -7% | -2%
Cc1cc(/C=C2/SC(=O)N(CC(=O)N3CCOCC3)C2=O)c(C)n1-c1ccccc1F | 31% | 6% | 0.5% | -12% | 15 | 7% | ? | -14% | ? | 2%[46.1 µM]
NC1=NN(c2c(Cl)cc(Cl)cc2Cl)C(=O)C1 | -16% | -1% | . | -5% | . | . | . | . | . | -2%
COc1ccc(OC)c(NC(=O)COc2ccc(S(=O)(=O)NC(C)C)cc2)c1 | -26% | -1% | -1.2% | 14% | -1 | 1% | -1% | 0% | -14% | .
C=CCNc1nc(C(=O)OCC(=O)Nc2cc(S(C)(=O)=O)ccc2Cl)cs1 | -21% | 1% | -0.9% | -9% | -2 | . | 2% | 10% | ? | 0%
